Source: PubChem (National Center for Advancing Translational Sciences (NCATS))
Pin1 inhibitor: human Pin1 inhibition; Q13526; Pin1 FP peptide displacement, HiFluor488, 10 min; Potency, µM (series often up to 115 µM), without a hit: at the highest dose activity, negative = inhibition, most hits filed as inhibitors; actives 0.009% (n = 390,000); AID 504891; active = well fitted inhibition curve with a large enough effect in the polarisation, with a control signal flat, not every such curve was filed as active; inconclusive = small, poorly fitted or top-dose-only effect, or effect the other way, or a change in a side signal; inactive = no such curve, though single readings can be large or run the other way; the % refers to the polarisation; note: potency is the fitted concentration of half-maximal effect; % is set by controls: 0 for no effect and ±100 for the full control effect
Target sequence (Q13526 whole entry, looked up): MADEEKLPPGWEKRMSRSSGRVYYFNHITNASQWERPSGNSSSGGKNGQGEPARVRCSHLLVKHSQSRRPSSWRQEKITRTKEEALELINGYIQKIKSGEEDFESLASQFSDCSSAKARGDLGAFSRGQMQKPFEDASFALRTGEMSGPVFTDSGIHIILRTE
GLS inh: inhibitors of human glutaminase (GLS); O94925; GLS enzymatic activity, qHTS titration; Potency, µM (highest dose often 45.5 µM), without a hit: at the top dose activity change, negative = inhibition, hits mostly inhibitors; actives 0.21% (n = 410,000); note: potency is the fitted concentration of half-maximal effect; % is set by controls: 0 for no effect and ±100 for the full control effect
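Enzyme dispensed in phosphate buffer (45 mM, pH 8.2, 0.02% Tween-20), compounds pinned in, then 1 mM L-glutamine solution and the glutamate oxidase–HRP–Amplex Red mix added; fluorescence read immediately and again after 30 min at room temperature.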
G9a inh: inhibitors of human histone lysine methyltransferase G9a. Q96KQ7. G9a H3K9 monomethylation, AlphaScreen, 2 h. Potency, µM (top dose mostly 102 µM), for inactives: top-dose activity, negative = inhibition, actives largely listed as inhibitors. actives 8.8% (n = 350,000); note: potency is the fitted concentration of half-maximal effect; % is set by controls: 0 for no effect and ±100 for the full control effect; nearly all actives have a fitted effect of over 75% in size
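Chemiluminescent proximity detection of H3K9 monomethylation, read after 10 min bead incubation in the dark. Reaction: 20 nM G9a, 500 nM biotin-H3K9 peptide, 20 uM SAM cofactor, 2 h, room temperature, following 15 min enzyme-compound preincubation.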
PI4K2A inh: blocks human PI4K2A kinase activity | Q9BTU6 | purified PI4K2A, ADP-Glo luminescence, 1 h; stronger effect = lower value | activity change, negative = inhibition, % at 76.9 µM | actives 0.13% (n = 420,000); in the data active = activity change below about -50%; inconclusive = mostly about -30% to -49%;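 note: -100% = wells without enzyme as full effect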
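ADP-Glo luminescence measured ADP generated by PI4K2A enzyme (4 ug/mL before mixing) with 1.2 mM PI substrate (pre-mix) and 300 microM ATP (pre-mix). Tris pH7.5 buffer with MgCl2, Triton X-100; 1 h reaction at ambient temperature.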
HP1b chromo inh: inhibitors of HP1-beta chromodomain binding to methylated histone tails; actives 0.56% (n = 390,000); AlphaScreen HP1-beta / biotin-H3K9me3 peptide binding; P83916; Potency, µM (doses to about 114 µM), inactives show top-dose activity change, negative = inhibition, hits mostly inhibitors; note: potency is the fitted concentration of half-maximal effect; nearly all actives have a fitted effect of over 70% in size; inactives centre near 23
Target sequence (P83916 whole entry, looked up): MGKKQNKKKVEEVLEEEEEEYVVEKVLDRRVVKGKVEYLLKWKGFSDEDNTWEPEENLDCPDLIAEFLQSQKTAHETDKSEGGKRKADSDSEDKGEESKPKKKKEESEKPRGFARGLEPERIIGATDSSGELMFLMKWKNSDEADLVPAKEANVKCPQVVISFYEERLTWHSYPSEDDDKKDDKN
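Compound inhibition of the preformed complex between 50 nM HP1-beta and 50 nM biotinylated H3K9me3 peptide was read by AlphaScreen. Buffer was PBS pH 7.4 with 0.01% Tween-20. Incubations ran 30 min at room temperature, with 10 ug/mL donor/acceptor beads.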
JMJD2A Tudor: inhibitors of human JMJD2A Tudor domain; O75164; AID 504339; AlphaScreen JMJD2A-Tudor / H3K4me3 peptide binding; actives 4.4% (n = 390,000); Potency, µM (series often up to 114 µM), without a hit: top-dose activity change, negative = inhibition, most hits filed as inhibitors; note: potency is the fitted concentration of half-maximal effect; % is set by controls: 0 for no effect and ±100 for the full control effect; nearly all actives have a fitted effect of over 50% in size
Pol eta inh: DNA polymerase eta (human) inhibition. Q9Y253. recombinant Pol eta, fluorescent DNA replication assay. Potency, µM (doses to about 114 µM), without a hit: at the top dose activity change, negative = inhibition, hits mostly inhibitors. actives 1.2% (n = 390,000). AID 588591; note: potency is the fitted concentration of half-maximal effect; % is set by controls: 0 for no effect and ±100 for the full control effect
Target sequence (Q9Y253 whole entry, looked up): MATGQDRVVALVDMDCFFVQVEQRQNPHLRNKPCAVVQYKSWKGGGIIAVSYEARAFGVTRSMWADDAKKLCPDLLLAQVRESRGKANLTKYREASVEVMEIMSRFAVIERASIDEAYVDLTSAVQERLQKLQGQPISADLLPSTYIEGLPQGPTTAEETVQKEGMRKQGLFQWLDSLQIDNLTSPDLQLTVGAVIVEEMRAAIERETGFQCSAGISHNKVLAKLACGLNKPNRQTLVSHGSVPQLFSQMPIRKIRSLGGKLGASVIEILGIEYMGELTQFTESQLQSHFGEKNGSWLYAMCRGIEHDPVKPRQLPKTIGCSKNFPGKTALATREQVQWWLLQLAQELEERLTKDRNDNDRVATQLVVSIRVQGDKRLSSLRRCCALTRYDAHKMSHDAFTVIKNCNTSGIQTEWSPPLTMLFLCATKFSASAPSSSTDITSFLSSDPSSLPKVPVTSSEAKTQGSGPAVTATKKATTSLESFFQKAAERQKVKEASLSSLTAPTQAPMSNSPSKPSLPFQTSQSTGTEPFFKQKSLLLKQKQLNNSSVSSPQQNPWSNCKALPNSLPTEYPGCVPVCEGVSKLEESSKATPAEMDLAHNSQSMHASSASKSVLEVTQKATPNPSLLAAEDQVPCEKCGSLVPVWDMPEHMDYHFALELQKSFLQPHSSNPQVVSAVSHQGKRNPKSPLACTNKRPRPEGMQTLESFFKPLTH
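Pol eta at 10 nM preincubated with compounds 15 min at room temperature; reaction started with fluorescent substrate (50 nM final) and read kinetically at 0 and 10 min.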
BAZ2B inh: BAZ2B (human) inhibition; Q9UIF8; AlphaScreen BAZ2B-H3K14Ac peptide displacement; Potency, µM (series often up to 114 µM), inactives show at the highest dose activity change, negative = inhibition, usual class: inhibitors; actives 4.4% (n = 360,000); AID 504333; note: potency is the fitted concentration of half-maximal effect; % is set by controls: 0 for no effect and ±100 for the full control effect; nearly all actives have a fitted effect of over 60% in size
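BAZ2B 50 nM plus b-H3(5-23)K14Ac 50 nM, PBS pH 7.4/0.01% Tween-20, 30 min RT; compound added (max 110 uM), 30 min RT; streptavidin donor/Ni-chelate acceptor beads 10 ug/mL final, 20 min dark; AlphaScreen read.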
Tb PGK inh: inhibitors of T. brucei phosphoglycerate kinase; P07378; PGK/GAPDH coupled, Kinase-Glo luminescence, 60 min; Potency, µM (titrated, usually from 57.5 µM), inactives show top-dose activity change, negative = inhibition, most hits filed as inhibitors; actives 0.043% (n = 380,000); AID 602233; note: potency is the fitted concentration of half-maximal effect; % is set by controls: 0 for no effect and ±100 for the full control effect; nearly all actives have a fitted effect of over 60% in size
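Recombinant glycosomal PGK reaction used 1,3-bisphosphoglycerate generated in-well by GAPDH (100nM final) in 100mM TEA pH 7.6, 5mM MgCl2, 0.01% Tween-20. After 60 minutes at room temperature, ATP was read by Kinase-Glo Plus luminescence end-point.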
Numbers without * were called inactive; i = inactive; u = inconclusive; x = no result given; [ ] = another dose, or the depositor's remark. Unless noted, calls come from the whole dose curve; as a rule, active = well fitted curve in the direction sought with a large enough effect; inconclusive = small, poorly fitted or top-dose-only effect, or another doubt; inactive = no such curve, though single readings can be large; an effect the other way counts as inactive or inconclusive. An excerpt; count on the stated rates, not on these rows.

SMILES	Pin1 inhibitor	GLS inh	G9a inh	PI4K2A inh	HP1b chromo inh	JMJD2A Tudor	Pol eta inh	BAZ2B inh	Tb PGK inh
O=C(c1cc(-c2ccccc2)nc2ccccc12)N1CCCC1	-7.6%	10.3%	26.8%	-17.1	-2.2%	-1.4%	-1.2%	3.1%	1.8%
CC(=O)NC(=S)Nc1cccc([N+](=O)[O-])c1	6.4%	3.1%	-32.9%	0.4	3.0%	-9.7%	0.1%	-26.5%	12.5%
CCOC(=O)c1ccc(NC(=O)c2ccccc2C)cc1	-3.9%	3.1%	1.0%	-10.2	51.8%[activator]	4.5%	-12.7%	3.6%	-4.6%
COc1ccc(NC(=O)CSc2nnc3c(C)cc4ccccc4n23)cc1	0.9%	-1.6%	-3.5%[59 µM]	1.7	70.8%[activator]	0.9%	-18.0%	4.0%	-2.1%
O=C(/C=C/c1ccc([N+](=O)[O-])cc1)OCC(=O)N1CCCC1	0.2%	-2.6%	x	-1.6	12.3%	-11.6%	-3.5%	x	-7.3%
CC(=O)NC(CCc1ccc(Cl)c(Cl)c1)c1cccc(O)c(=O)c1 (centres undefined)	x	24.7%	x	-7.6	x	x	-3.2%	x	i
CCOC(=O)c1c(SCc2ccccc2)n[nH]c1N	-5.7%	15.8%	8.3%	-1.7	23.5%	-32.6%	-4.2%	-12.0%	i
O=C(CSc1ncnc2sccc12)NC1CCS(=O)(=O)C1 (centres undefined)	u	2.0%	x	1.5	15.2%	-1.4%	0.5%	x	-0.2%
COc1ccc(NC(=O)C2CCC(C(C)(C)C)CC2)cc1S(=O)(=O)N1CCCCC1 (centres undefined)	24.3%	-1.0%	-0.3%[59 µM]	-3.9	24.2%	-15.6%	-17.4%	-23.9%	-9.3%
CN1CCN(C(=O)c2cc(Br)cn2C)CC1	1.9%	-7.2%	-21.0%	1.2	11.5%	1.0%	-19.8%	-11.4%	3.6%
C/C(=N/Nc1ccnc2cc(Cl)ccc12)c1ccc(O)cc1	2.3%	18.0%	22.5%[2.33 µM]	-11.1	-12.8%	u	-14.5%	44.7µM*	-2.1%
O=C(Nc1ccc(Br)cc1)c1cccc(N2C(=O)C3CCCCC3C2=O)c1 (centres undefined)	2.8%	1.3%	5.3%	1.4	49.7%[activator]	-1.5%	-15.6%	-11.3%	-5.4%
C#CCOCCOCCOCCNc1nc(N2CCN(C(=O)[C@H](C(C)C)n3cc(CCO)nn3)CC2)nc(N2CCN(C(=O)[C@H](Cc3ccc(O)cc3)n3cc(CCO)nn3)CC2)n1	-8.3%	20.8%	x	-8.4	35.0%	-17.6%	-7.7%	x	6.0%
Cn1c(=O)oc2cc(S(=O)(=O)NCc3ccc(C(=O)O)cc3)ccc21	u	-0.8%	-5.6%	-1.3	9.1%	-9.2%	6.3%	-13.9%	i
Cc1ccc(NCC(=O)c2ccc([N+](=O)[O-])cc2)cc1	-3.5%	-1.1%	8.91µM*	-1.0	u	u	-13.4%	u	-3.2%
CC1(C)Cc2nc3sc4c(=O)n(Cc5ccccc5)cnc4c3cc2CS1	7.5%	5.9%	3.5%[59 µM]	-3.5	24.7%	-1.3%	-4.8%	-8.2%	-1.6%
CCN1C(=O)N(CC)C2C1N(CO)C(=O)N2CO (centres undefined)	-5.8%	-4.4%	5.3%	-10.0	19.2%	-14.0%	-7.4%	1.9%	-5.4%
O=C(Oc1cccc(C(=S)N2CCOCC2)c1)c1ccccc1	-4.8%	-6.8%	7.08µM*	3.7	u	-29.8%	-16.6%	-9.3%	-7.4%
COc1ccc2c(c1)OC[C@H]1[C@H]2N2C(=O)c3ccc(C)cc3NC(=O)[C@@]2(C)[C@H]1c1ccccc1	29.6%	-8.8%	x	6.7	36.4%	-25.0%	-14.3%	x	i
Cc1ccc(NC(=O)c2cc(S(=O)(=O)NCCc3ccccc3)ccc2F)cc1Cl	0.6%	18.3%	38.6%[59 µM]	-2.5	21.8%	-12.0%	-25.1%	-2.4%	4.1%
CCCCN(CC)C(=O)Cn1c(=O)n(-c2ccc(OCC)cc2)c(=O)c2c3c(sc21)CCCC3	0.2%	7.4%	-30.5%[59 µM]	6.0	0.2%	-28.0%	-6.3%	-12.4%	-11.2%
Cc1nc(C(=O)NCCCO)cc2c1[nH]c1ccccc12	-7.8%	-6.0%	16.3%	1.9	21.4%	-17.1%	-6.1%	-15.0%	-4.4%
Nc1[nH]ncc1-c1ccccc1	-6.2%	0.0%	-22.6%	-5.4	41.1%[activator]	-16.1%	-24.9%	x	-4.2%
Cc1cc(C)c(NC(=O)CS(=O)CC(=O)N2CCN(c3cccc(C)c3C)CC2)c(C)c1 (centres undefined)	-11.8%	-6.4%	16.8%	0.1	4.0%	-6.4%	-8.3%	-3.4%	i
COc1ccc(C(=O)Nn2c(SCc3cccc([N+](=O)[O-])c3)nc3ccccc3c2=O)cc1	0.0%	17.1%	2.7%[59 µM]	-3.9	-2.1%	-27.2%	-12.2%	-24.9%	14.9%
Cc1ccc(CCNC(=O)c2nnn(-c3cc(C)cc(C)c3)c2N)cc1	22.3%	-6.6%	-3.4%[59 µM]	-1.3	37.4%	6.7%	7.3%	7.4%	-3.7%
CC(C(=O)Nc1ccc2c(c1)OCO2)n1cnc2c1c(=O)n(C)c(=O)n2C (centres undefined)	4.7%	-0.5%	4.9%[0.501 µM]	2.9	19.6%	-28.6%	-1.7%	-2.4%	i
CCOC(=O)c1sc(SC)c(C(C)=O)c1C	-0.6%	0.9%	15.2%[59 µM]	2.0	57.9%[activator]	23.0%	-17.8%	9.4%	i
CC1CCN(CCOCCOc2ccccc2Br)CC1	-8.0%	-25.1%	u	-0.9	u	2.51µM*	-19.6%	56.2µM*	i
O=S(=O)(c1ccc(Br)cc1Cl)N1CCN(CCO)CC1	-2.1%	-2.1%	u	-1.0	33.8%	-9.1%	-7.1%	x	i
CC(C)CN(C(=O)COC(=O)CCc1nc2ccccc2s1)c1c(N)n(Cc2ccccc2)c(=O)[nH]c1=O	25.7%	-7.4%	-17.7%	10.0	21.4%	-1.4%	-15.5%	10.7%	-11.1%
Cc1ccc(C(=O)Nc2ccc3c(c2)OCO3)cc1	-4.3%	-0.7%	u	-7.4	-4.0%	-33.7%	-6.3%	-35.8%	x
COc1cccc(/C=C2\SC(=S)N(CC3CCCO3)C2=O)c1 (centres undefined)	1.9%	0.9%	28.2µM*	-1.1	-51.6%	u	-6.6%	8.91µM*	-5.1%
COc1ccccc1NC(=O)NNC(=O)c1ccncc1	u	27.5%	x	3.3	16.2%	-10.3%	-26.6%	x	-6.6%
Cc1ccnc(NC(=O)c2cccc(OC(F)F)c2)n1	-6.4%	2.8%	24.8%	0.1	2.9%	-7.0%	12.4%	2.2%	-5.3%
COc1ccc(NC(=O)Nc2ccccc2SC)cc1	-7.9%	8.6%	50.1µM*	-4.7	28.9%	-9.0%	-14.3%	-13.8%	-17.4%
CCOc1cccc(/C=N/NC(=S)NCCN2CCOCC2)c1O	u	31.9%[activator]	-32.4%	1.8	33.8%	56.2µM*	2.8%	x	-1.6%
COc1ccccc1OCC(=O)Nc1ccccc1C(=O)NCc1cccnc1	-10.4%	-15.4%	u	2.0	4.8%	0.0%	7.4%	4.4%	4.3%
COc1cc(-c2cc(C(=O)Nc3ccc(S(=O)(=O)Nc4ncccn4)cc3)c3ccccc3n2)cc(OC)c1OC	7.3%	12.3%	-40.5%	-3.2	8.5%	-16.9%[11.4 µM]	26.6%	-20.9%	-6.8%
OCC[C@@H]1C[C@H](O)[C@@H](O)[C@]2(OCc3ccc4ccccc4c32)O1	x	1.2%	x	7.0	x	x	-12.8%	x	-7.3%
C/C(Cn1cnc([N+](=O)[O-])n1)=N\NC(=O)c1ccc(F)cc1	-0.2%	2.3%	20µM*	1.1	37.3%[activator]	-16.4%	12.0%	-2.3%	2.6%
COc1ccc(CN2CCN(C(=O)c3ccc4c(c3)CCC4)CC2)cc1OC	-2.3%	0.4%	x	0.2	7.2%	-23.3%	-0.8%	x	i
CN(C(=O)CSc1nnc(Cc2ccccc2F)n1N)C1CCCCC1	-2.5%	0.8%	x	1.6	12.3%	-13.7%	-1.2%	x	-1.7%
CS(=O)(=O)N1CCN(CCN2C(=O)c3cccc4cccc(c34)C2=O)CC1	2.4%	-9.0%	x	-3.2	33.6%	-7.8%	-12.1%	-12.2%	-2.2%
COCCN1Cc2cccc(C(=O)Nc3c(C)cc(C)cc3C)c2C1=O	1.2%	7.8%	-5.9%[59 µM]	4.3	40.9%	-14.9%	4.8%	-24.7%	1.8%
CCOc1cc(CN2CCOCC2)cc(C(C)=O)c1	-6.6%	-0.2%	-25.0%[59 µM]	-3.8	31.3%	-16.5%	-18.2%	-7.3%	-1.5%
COc1cccc(COc2ccc3c(C)cc(=O)oc3c2)c1	8.8%	-2.9%	48.9%[activator]	-4.1	46.3%[activator]	19.3%	-18.0%	5.1%	-7.8%
CCCC(=O)NCCc1nc2ccccc2n1Cc1c(F)cccc1Cl	5.2%	-3.9%	5.9%[59 µM]	2.1	27.4%	-8.9%	-14.6%	-2.7%	9.9%
CCS(=O)(=O)N1CCN(C(=O)CCC2CCCC2)CC1	-1.9%	11.0%	3.0%[59 µM]	-6.6	21.8%	-7.9%[57.1 µM]	-10.7%	-6.2%	5.0%
